Assay outcomes as filed in PubChem.
KCNQ2 inh: KCNQ2 potassium channel inhibitors, primary screen, cell-based, CHO-K1, FluxOR thallium flux, B-score (AID 2156); Potassium voltage-gated channel subfamily KQT member 2 (Rattus norvegicus), O88943; 20 min; hits give low values; B-score at 10 µM; actives 1.1% (n = 310,000);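 active = fluorescence ratio B-score at most minus 3 library SDs, with starting brightness B-score within 2 library SDs, cut at about -5.5 in these data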
Target sequence (O88943 whole entry, looked up): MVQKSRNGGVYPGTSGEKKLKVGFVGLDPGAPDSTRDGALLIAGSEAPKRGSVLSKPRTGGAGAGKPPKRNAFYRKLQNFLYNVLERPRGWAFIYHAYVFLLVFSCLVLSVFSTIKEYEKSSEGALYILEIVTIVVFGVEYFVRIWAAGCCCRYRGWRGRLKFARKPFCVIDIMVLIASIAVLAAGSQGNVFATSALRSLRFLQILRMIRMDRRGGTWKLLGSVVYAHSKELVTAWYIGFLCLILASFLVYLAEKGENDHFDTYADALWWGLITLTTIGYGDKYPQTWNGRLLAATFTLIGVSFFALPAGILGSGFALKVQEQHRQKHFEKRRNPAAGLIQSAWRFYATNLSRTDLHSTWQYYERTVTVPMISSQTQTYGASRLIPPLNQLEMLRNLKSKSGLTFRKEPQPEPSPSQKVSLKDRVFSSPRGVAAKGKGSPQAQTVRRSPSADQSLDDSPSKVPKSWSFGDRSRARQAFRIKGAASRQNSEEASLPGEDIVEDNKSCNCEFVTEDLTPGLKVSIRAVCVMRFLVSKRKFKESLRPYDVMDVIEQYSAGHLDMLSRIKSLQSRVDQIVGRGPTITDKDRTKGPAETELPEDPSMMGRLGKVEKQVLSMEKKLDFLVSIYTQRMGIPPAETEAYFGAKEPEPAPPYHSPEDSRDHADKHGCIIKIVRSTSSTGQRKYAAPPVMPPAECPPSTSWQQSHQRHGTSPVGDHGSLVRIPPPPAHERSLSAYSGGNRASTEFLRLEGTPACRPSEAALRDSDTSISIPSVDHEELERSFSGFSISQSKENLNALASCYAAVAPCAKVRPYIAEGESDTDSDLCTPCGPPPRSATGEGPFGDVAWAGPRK
CHT inh: inhibitors of human choline transporter CHT. CHT-expressing cells, membrane potential dye, choline response; hits give low values. actives 0.86% (n = 310,000). AID 488975, 2010. B-score at 10 µM. High affinity choline transporter 1 (Homo sapiens), Q9GZV3;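 active = B-score over 3 SD under the library average, and starting fluorescence ratio not unusually high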;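 also: choline stimulus applied at its EC90 after an EC20 pre-addition; B-score computed on integrated fluorescence ratio after choline addition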
Calls only; i = inactive; . = not tested or not shown. Hits appear at their usual frequency; 1.9% or so of the library scored in one or more.

Screens in order: KCNQ2 inh | CHT inh
> COc1ccc(CNC(=O)c2ccc(-c3ccccc3)cc2)cc1
    i | i
> COc1ccc2nc3oc(C(=O)N4CCN(c5ccccc5F)CC4)cc3cc2c1
    i | i
> COc1ccc(C2C(C(C)=O)=C(C)N=c3s/c(=C\c4ccc5c(c4)OCO5)c(=O)n32)c(OC)c1 (stereo unspecified)
    i | i
> COc1cc(N)ccc1-c1cc2ccccc2oc1=O
    i | i
> CCC(C)C(=O)Nc1nc2c(s1)C(=O)CC(C)(C)C2 (stereo unspecified)
    i | i
> O=C(c1ccc([N+](=O)[O-])s1)N1CCN(c2cccc(Cl)c2)CC1
    i | i
> O=C(OCc1nnc(-c2ccc(Cl)cc2)o1)c1ccncc1
    i | i
> Cc1cc(NN)nc(NS(=O)(=O)c2ccccc2Cl)n1
    i | i
> COc1cc(CC(=O)NCc2ccc3c(c2)OCO3)cc(OC)c1OC
    i | i
> CCN1CCN(C(C)CCc2ccccc2)CC1 (stereo unspecified)
    i | i
> CCn1cc(/C=C2\SC(=O)N(CC(=O)Nc3ccc4c(c3)OCO4)C2=O)c2ccccc21
    . | i
> c1ccc(C2=NNC(c3ccco3)=Nc3ccccc32)cc1
    i | i
> O=c1cc(-c2cccc(Cl)c2)oc2cccc(O)c12
    i | i
> c1ccc2c(c1)OCC(c1nn3c(Cn4nnc5ccccc54)nnc3s1)O2 (stereo unspecified)
    i | i
> O=C(O)CC(NC(=O)CC(c1ccccc1)c1ccccc1)c1cccc([N+](=O)[O-])c1 (stereo unspecified)
    i | i
> CC(C)(C)c1nc(N)nc(=O)[nH]1
    i | i
> O=C(c1cccnc1)N(Cc1ccccc1)C1(C(=O)Nc2ccccc2)CCCCC1
    i | i
> O=C(CN(C(=O)CCC(=O)Nc1nccs1)C1CCCC1)NCc1ccc2c(c1)OCO2
    i | i
> CCOCCN1CCN(c2c3c(nc4cc(-c5ccc(F)cc5)nn24)CCC3)CC1
    i | .
> Cc1cc(C)n(C(=O)Cn2nc([N+](=O)[O-])c(Br)c2C)n1
    i | i

Pulled by structure from the entries so far:
Screens in order: KCNQ2 inh | CHT inh
> c1ccc2c(c1)OCC(c1nn3c(Cn4nnc5ccccc54)nnc3s1)O2 (stereo unspecified)
    i | i
> CCn1cc(/C=C2\SC(=O)N(CC(=O)Nc3ccc4c(c3)OCO4)C2=O)c2ccccc21
    . | i
> O=C(O)CC(NC(=O)CC(c1ccccc1)c1ccccc1)c1cccc([N+](=O)[O-])c1 (stereo unspecified)
    i | i
> O=c1cc(-c2cccc(Cl)c2)oc2cccc(O)c12
    i | i
> CC(C)(C)c1nc(N)nc(=O)[nH]1
    i | i
> O=C(CN(C(=O)CCC(=O)Nc1nccs1)C1CCCC1)NCc1ccc2c(c1)OCO2
    i | i

(more compounds)
Screens in order: KCNQ2 inh | CHT inh
> COc1ccc(OC)c(Nc2nc(NCCO)c3ccccc3n2)c1
    i | i
> O=C(CN1CC(c2ccccc2)CC1=O)OCc1cccc(Br)c1 (stereo unspecified)
    i | i
> CCN(c1ccccc1)S(=O)(=O)c1ccc(N)cc1
    i | i
> CC1CN(C(=O)c2ccccc2)c2ccccc2NC1=O (stereo unspecified)
    i | i
> CCO[C@@H]1OC(C(=O)NCc2ccccc2)=C[C@H](c2coc3ccccc3c2=O)[C@H]1CCCO
    i | i
> COc1ccc(OC)c(S(=O)(=O)NCC(c2ccco2)N2CCc3ccccc32)c1 (stereo unspecified)
    i | i
> O=C(c1ccc(F)cc1)N1CCC(C(=O)N2CCN(Cc3ccc4c(c3)OCO4)CC2)CC1
    i | i
> CC(=O)C1C(c2ccccc2)c2c(n[nH]c2C)CC1(C)O (stereo unspecified)
    i | i
> COc1ccc(-n2cc(-c3ccccc3)c3c(=S)nc[nH]c32)cc1
    i | i
> Cc1cc(=O)n(C)c(=O)n1CCCCCOc1cccc([N+](=O)[O-])c1
    i | i
> Cc1c(CC(=O)O)c(=O)oc2c(C)c(OCc3ccccc3Br)ccc12
    i | i
> CCCc1cc(=O)[nH]c(SCC(=O)Nc2cc(C)on2)n1
    i | i
> N=c1c2c(n(Cc3ccc(F)cc3)c3c1CCC3)CCC2
    i | i
> Cc1ccc(-n2nc3c(c2NC(=O)c2ccc4c(c2)OCO4)CS(=O)C3)c(C)c1 (stereo unspecified)
    i | i
> C/C(CC(C)C)=N/Nc1ccc([N+](=O)[O-])cc1[N+](=O)[O-]
    i | i
> COc1ccccc1OCC#CCNC1CCCCC1C (stereo unspecified)
    i | i
> CCOC(=O)c1nnsc1N
    i | i
> COc1ccc(OC)c(-c2nnc(-c3ccc(C)o3)o2)c1
    i | i
> O=C(c1ccc([N+](=O)[O-])o1)N1CCN(Cc2ccccc2)CC1
    i | i
> Cc1ccc(NC(=O)CCN2CCN(C)CC2)cc1
    i | i
> O=C(Cn1cnc2ccccc2c1=O)N(Cc1ccco1)c1ccc(O)cc1
    i | i
> Cc1ccc(CNC(=O)Cc2ccc(-n3c(=O)[nH]c4ccsc4c3=O)cc2)cc1
    i | i
> COc1ccc(OC)c(/C=N/NC(=O)C(=O)N2CCCCCC2)c1
    i | i
> COc1ccccc1CNC(=O)C1CC(=O)N(c2ccc(C)c(C)c2)C1 (stereo unspecified)
    i | i
> COC(=O)c1sc(SC)c(S(=O)(=O)C(C)C)c1N
    i | i
> NS(=O)(=O)c1ccc(NC(=S)Nc2ccn(Cc3cccc4ccccc34)n2)cc1
    i | i
> O=C(O)C(Cc1ccccc1)N1C(=O)c2cccc3cccc(c23)C1=O (stereo unspecified)
    i | i
> CCOC(=O)c1ccc(NC(=O)CSc2nc(N)c(NC(=O)c3ccc(Br)o3)c(=O)[nH]2)cc1
    i | i
> COc1ccc(C(=O)/C(C#N)=N/Nc2cccc([N+](=O)[O-])c2)cc1
    i | .
> Cc1ccc(C(=O)Nc2nc(C(C)(C)C)cs2)s1
    i | i

Continued:
| SMILES | KCNQ2 inh | CHT inh |
| --- | --- | --- |
| O=C(Nc1cccc(NC(=O)C2CCCO2)c1)c1ccco1 (stereo unspecified) | i | i |
| COc1ccc(CNC(=O)/C=C/c2cc([N+](=O)[O-])ccc2OC(F)F)cc1 | i | i |
| CCOC(=O)c1nn(-c2ccc(C)cc2)c(C)c1C(C)=O | i | i |
| CCc1ccc(N2C(=O)CC(N3CCC(C(=O)OC)CC3)C2=O)cc1 (stereo unspecified) | i | i |
| C[C@]12C[C@H](O)[C@H]3[C@@H](CCC4=CC(=O)CC[C@@]43C)[C@@H]1CC[C@@H]2C(=O)CO | i | i |
| Cc1ccccc1CSCC(=O)c1c(N)n(CC(C)C)c(=O)n(C)c1=O | i | i |
| CC(Oc1ccccc1)C(=O)Nc1nnc(S(=O)(=O)N2CCCCCC2)s1 (stereo unspecified) | i | i |
| COc1ccc(OC)c(S(=O)(=O)N2CCC(C(=O)NC3CC3)CC2)c1 | i | i |
| CCOC(=O)N1CCN(C(=O)c2ccc(-n3c(C)ccc3C)cc2)CC1 | i | i |
| CSc1nnc2c(n1)OC=Nc1ccccc1-2 | i | i |
| Cc1cc(N2CCN(c3ccccn3)CC2)n2nc(C)nc2n1 | i | i |
| O=C(COC(=O)C1=COCCO1)Nc1ccc(Oc2ccccc2)cc1 | i | i |
| C=CCOC(=O)C1=C(C)NC(C)=C(C(=O)OCC=C)C1c1ccco1 | i | i |
| COc1ccccc1CNC(=O)CCn1c(=O)[nH]c2ccsc2c1=O | i | i |
| CCOC(=O)C(=NCC1CCCO1)NNc1ccccc1Cl (stereo unspecified) | i | i |
| Cc1ccc(S(=O)(=O)N2CCC(C(=O)N3CCC[C@H]3C(=O)NCc3ccco3)CC2)cc1 | i | i |
| Cc1ccc2c(CSc3nncs3)cc(=O)oc2c1 | i | i |
| CCOC(=O)/C=C/C(=O)OCc1csc(CC(=O)Nc2ccccc2C)n1 | i | i |
| O=C(Nc1cn(-c2ccccc2)nc1-c1ccc(Cl)cc1)c1ccccc1 | i | i |
| COc1cccc(NC(=O)c2ccc3c(c2)OCCO3)c1 | i | . |
| O=C(CSc1nnc(Cn2c(=O)sc3ccccc32)n1-c1ccccc1)N1CCCC1 | . | i |
| Cc1cc(C)cc(NC(=O)C(=O)NCC2CCCO2)c1 (stereo unspecified) | i | i |
| Cc1nc2c(ccc3c2ccc2nc(C)sc23)s1 | i | i |
| COc1ccc(NC(=O)NCc2ccc3c(c2)OCO3)cc1OC | i | i |
| O=C(COc1ccc(S(=O)(=O)NC2CCCCC2)cc1)N1CCN(c2ccc(F)cc2)CC1 | . | i |
| Cc1cc(Nc2cccc(C)c2C)n2ncnc2n1 | i | i |
| COc1ccc(CC(NC(C)=O)C(=O)NC2CCN(c3nnnn3-c3ccccc3)CC2)cc1 (stereo unspecified) | i | i |
| CCN(CC)CCn1c2ccc(F)cc2c2nc(C)sc21 | i | i |
| COC(=O)c1cc(=O)n(Cc2ccc3c(c2)OCO3)c(=Nc2ccc(F)cc2)s1 | i | i |
| Cc1ccc(CNC(=O)c2cc3c(=O)n4ccccc4nc3n(Cc3ccco3)c2=N)cc1 | i | i |
| O=[N+]([O-])c1ccccc1S(=O)(=O)N1CCN(c2ccccn2)CC1 | i | i |
| COc1ccc(CCN2C(=O)C3C4C=CC(C3C2=O)C2C(=O)N(CCc3ccc(OC)c(OC)c3)C(=O)C42)cc1OC (stereo unspecified) | i | i |
| CCOC(=O)CC(NS(=O)(=O)Cc1ccccc1)c1ccc(C)cc1 (stereo unspecified) | i | i |
| O=C(OCCCN1C(=O)c2ccccc2C1=O)c1ccco1 | i | i |
| CC(C)(C)c1ccc(C(=O)N2CCN(c3ncccn3)CC2)cc1 | i | i |
| Cc1ccc(-n2c(C)c3c(C)nnc(C)c3c2C)cc1N | i | i |
| Cc1ccc2sc(NC(=O)CN3C(=O)c4ccccc4C3=O)nc2c1C | i | i |
| O=C(c1cc(COc2ccc(F)cc2F)on1)N1C[C@H]2CC[C@H]1C2 | i | i |
| COc1ccccc1NC(=O)N1CCOCC1 | i | i |
| Cc1csc2nc3cc(C(N)=O)ccc3c(=O)n12 | i | i |
| Cc1cc(C)c(C#N)c(SCc2ccccc2F)n1 | i | i |
| CCCOc1ccccc1/C=N/Nc1ccnc(=O)[nH]1 | i | i |
| COc1ccc(OCC(O)Cn2c(N)nc3c2c(=O)[nH]c(=O)n3C)cc1 (stereo unspecified) | i | i |
| CC(=O)c1ccc(N2CCN(S(=O)(=O)c3ccc(-c4cc(C)no4)s3)CC2)cc1 | i | i |
| CN(NS(C)(=O)=O)c1c(C#N)c(C(F)(F)F)nn1C | i | i |
| O=C(Nc1ccc2nn(-c3ccccc3)nc2c1)c1ccc2c(c1)OCCO2 | i | i |
| FC(F)(F)c1ccc(C2[C@H]3CN(Cc4cccnc4)[C@H](c4ccccc4)C34CC2(c2ccccc2)C4)cc1 (stereo partly specified) | i | i |
| COc1ccc(-c2cc(-c3ccccc3)nc(N3CCCC3)n2)cc1OC | i | i |
| O=C(CCC(=O)Nc1ccccc1)NNS(=O)(=O)c1ccccc1[N+](=O)[O-] | i | i |
| CC(C)C(NC(=O)c1ccccc1)C(=O)NCc1ccccn1 (stereo unspecified) | i | i |
| Oc1ccccc1-c1nc(NCC2CCCO2)c2ccccc2n1 (stereo unspecified) | i | i |
| CCOc1c(C)cnc2c1c(=O)n(Cc1c(F)cccc1Cl)c(=O)n2C | i | i |
| CCn1c(=O)c(C(=O)NNC(=O)c2ccccc2)c(O)c2ccccc21 | i | i |
| CC1(c2ccc([N+](=O)[O-])cc2)NC(=O)NC1=O (stereo unspecified) | i | i |
| CCCCCCSc1ccc([C@H]2N[C@@](CC(C)C)(C(=O)OC)[C@H]3C(=O)N(CC)C(=O)[C@@H]23)cc1 | i | i |
| CC1=C(C(=O)OCC2CCCO2)C(c2coc3ccccc3c2=O)C2=C(CC(C)(C)CC2=O)N1 (stereo unspecified) | i | i |
| O=C(c1c(F)cccc1Cl)N1CCN(c2ccccn2)CC1 | i | i |
| CCn1c(=S)sc2c(=O)n(CC(=O)NCCCc3ccccc3)c(C)nc21 | i | i |
| COc1ccc(NC(=O)CCCn2c(=O)c3sccc3n(Cc3ccc(C)cc3)c2=O)cc1 | i | i |
| CCN(CC)c1ccc2cc(S(=O)(=O)c3ccc(C)cc3)c(=O)oc2c1 | i | i |

(continued)
| SMILES | KCNQ2 inh | CHT inh |
| --- | --- | --- |
| CSc1cccc(NC(=O)N2CCN(C)CC2)c1 | i | i |
| N=c1oc2ccc(Br)cc2cc1C(=O)NC1CCCCCC1 | i | i |
| Cc1cccc(-c2noc(CCCC(=O)Nc3cccnc3)n2)c1 | i | i |
| CC1=CC(C)(C)N(C(=O)CNC2CCCC2)c2cc(C)ccc21 | i | i |
| CCN(CC(=O)Nc1c(C(=O)OC)[nH]c2ccc(Cl)cc12)c1ccc2c(c1)OCO2 | i | i |
| COc1cccc(NC(=O)CSc2nc(=O)n(Cc3ccncc3)c3c2CCCC3)c1 | i | i |
| CCOc1ccc(Nc2ccc([N+](=O)[O-])c3nonc23)cc1 | i | i |
| COC(=O)c1c(-c2ccccc2)csc1NC(=O)C1CC=CCC1C(=O)O (stereo unspecified) | i | i |
| CN(C)CCCNC(=S)N(CCCO)Cc1cc2cc3c(cc2[nH]c1=O)OCO3 | i | i |
| CCc1ccc(C2C(C#N)=C(N)Oc3n[nH]c(CC(=O)OC)c32)cc1 (stereo unspecified) | i | i |
| O=C(NCc1ccco1)c1c2c(nc3ccccc13)CCC2 | i | i |
| CC(=O)c1sc(-c2ccccc2)nc1C | i | i |
| OC1CCN(Cc2ccc(OCc3ccccc3)cc2)CC1 | i | i |
| CN(C)c1ccc(CNc2nc3ccccc3s2)cc1 | i | i |
| CCCn1nnnc1NC(=O)COc1ccc(Cl)cc1C | i | i |
